Bioassay records as filed in PubChem.
D1 antag = Antagonist of Human D 1 Dopamine Receptor: qHTS; D(1A) dopamine receptor (Homo sapiens), P21728; HEK293 TREx D1 cells, calcium flux, dopamine EC80; active compounds read low; activity change, negative = inhibition, % at 10 µM; actives 3.2% (n = 360,000); in the data active means activity change below about -30%; further: on the % scale 0 is the no-effect control and ±100 the full control effect
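Inducible Hek293 Trex D1 cells (tetracycline, overnight, 30 C). Calcium dye 30–90 min RT. Antagonist mode: EC80 dopamine added after 180 s compound read.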
D1 PAM = Potentiators of Human D1 Dopamine Receptor: qHTS | D(1A) dopamine receptor (Homo sapiens), P21728 | HEK293 TREx D1 cells, calcium flux, dopamine EC20 potentiation | potentiation, % at 10 µM | actives 0.036% (n = 360,000) | AID 504651, 2011; in the data active means potentiation above about 30%; further: 0% is about no effect
Vif-APOBEC3G blk = qHTS for Inhibitors of Vif-A3G Interactions: qHTS; DNA dC->dU-editing enzyme APOBEC-3G (Homo sapiens), Q9HC16; HeLa A3G-eYFP + Vif (tagged APOBEC3G with the HIV-1 protein that degrades it), YFP fluorescence, overnight; Potency, µM (series often up to 46.1 µM), inactives show at the highest dose activity, negative = active, most hits filed as inhibitors; actives 0.076% (n = 410,000);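 further: potency means the concentration at half of the fitted maximal effect; on the % scale 0 is the no-effect control and ±100 the full control effect; nearly all actives have a fitted effect of over 60% in size; hits raise eYFP signal because A3G escapes Vif-driven loss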
Target sequence (Q9HC16 whole entry, looked up): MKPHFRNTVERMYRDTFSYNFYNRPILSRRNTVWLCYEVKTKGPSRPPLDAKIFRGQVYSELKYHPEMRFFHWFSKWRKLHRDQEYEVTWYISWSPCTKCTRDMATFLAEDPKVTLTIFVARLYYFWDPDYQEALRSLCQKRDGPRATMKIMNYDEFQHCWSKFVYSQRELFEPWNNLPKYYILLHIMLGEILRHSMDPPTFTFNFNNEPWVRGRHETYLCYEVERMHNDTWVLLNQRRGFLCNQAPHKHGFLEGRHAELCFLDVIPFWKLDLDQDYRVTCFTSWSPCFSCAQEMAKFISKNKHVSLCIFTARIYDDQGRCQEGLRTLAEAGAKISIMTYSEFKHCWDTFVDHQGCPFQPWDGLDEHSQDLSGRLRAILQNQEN
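Read-out is eYFP fluorescence (Ex 488/Em 500-530) from Vif-expressing HeLa A3G-eYFP cells; more signal means A3G escaped Vif-mediated degradation. Cells plated overnight, compound pinned in, incubated overnight at 37 deg C.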
GRP78 ERSR act = qHTS for Inducers of the Endoplasmic Reticulum Stress Response (ERSR) in Human Glioma: qHTS | Potency, µM, for inactives: at the highest dose activation, most hits filed as activators | actives 0.02% (n = 420,000) | U87-MG GRP78 promoter luciferase reporter, 16 h | AID 602332, 2012; further: potency means the concentration at half of the fitted maximal effect; series mostly up to about 76 µM; % of control where 0% means no effect; nearly all actives have a fitted effect of over 35% in size
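Stably transfected U87-MG human glioma cells carrying a GRP78-based luminescent sensor were seeded at 1000 cells/well, pin-dosed with compounds and incubated 16 h. Luciferase reagent was then added, and end-point luminescence was read after 10 min at room temperature.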
D2 PAM = HTS Assay for Positive Allosteric Modulators of the Human D2 Dopamine Receptor: Primary Screen for Potentiators. HEK293 T-REx D2, calcium flux, EC20 dopamine potentiation. potentiation, % at 10 µM. actives 0.34% (n = 340,000);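 active means potentiation over 3 SD above the plate norm, cut at about 30% in these data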; further: 0% is about no effect
Target sequence (P14416 whole entry, looked up): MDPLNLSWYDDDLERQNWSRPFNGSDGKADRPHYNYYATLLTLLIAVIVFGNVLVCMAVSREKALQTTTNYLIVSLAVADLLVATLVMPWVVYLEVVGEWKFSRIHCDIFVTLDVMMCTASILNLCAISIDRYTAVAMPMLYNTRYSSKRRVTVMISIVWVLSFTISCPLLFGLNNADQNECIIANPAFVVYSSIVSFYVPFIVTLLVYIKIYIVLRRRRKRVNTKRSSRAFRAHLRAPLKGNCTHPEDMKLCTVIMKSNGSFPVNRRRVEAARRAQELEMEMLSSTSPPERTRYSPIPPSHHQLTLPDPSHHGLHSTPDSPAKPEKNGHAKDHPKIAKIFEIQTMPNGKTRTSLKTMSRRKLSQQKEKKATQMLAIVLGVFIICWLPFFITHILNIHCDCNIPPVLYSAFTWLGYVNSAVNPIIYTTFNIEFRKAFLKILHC
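Tetracycline-induced Hek293 Trex D2 cells, force-coupled to calcium, loaded with no-wash calcium dye. Compound added with 180 s kinetic read for agonism, then EC20 dopamine and a further 180 s read for potentiation.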
RXFP1 ag = qHTS Assay for Agonists of the Relaxin Receptor RXFP1; AID 2676, 2010; HEK293T-RXFP1 cAMP TR-FRET, 30 min; response scale: percent of porcine relaxin response, buffer zero; Potency, µM (series often up to 57.5 µM), for the others: at the top dose activation, usual class: activators; actives 0.3% (n = 370,000); further: potency means the concentration at half of the fitted maximal effect; on the % scale 0 is the no-effect control and ±100 the full control effect; nearly all actives have a fitted effect of over 60% in size; many of its hits are not listed in these tables
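HEK293T cells stably expressing RXFP1 were pretreated with the PDE4 inhibitor Ro 20174, exposed to compounds for 30 min at 37C, lysed, and cAMP was read by TR-FRET. Data normalized to buffer (basal) and 29 nM porcine relaxin (100%).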
Vif-APOBEC3F blk = qHTS for Inhibitors of Vif-A3F Interactions: qHTS. HeLa A3F-eYFP + Vif (tagged APOBEC3F with the HIV-1 protein that degrades it), YFP fluorescence increase. Potency, µM (titrated, usually from 46.1 µM), for inactives: top-dose activity, negative = active. actives 0.2% (n = 390,000). AID 602313, 2012; further: potency means the concentration at half of the fitted maximal effect; % of control where 0% means no effect; nearly all actives have a fitted effect of over 65% in size
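HeLa cells stably expressing A3F-eYFP plus Vif, plated and incubated overnight at 37 deg C, then exposed to compounds overnight at 37 deg C. Blocked degradation read as raised yellow fluorescence (Ex 488/Em 500-530).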
D1 ag = Allosteric Agonists of the Human D1 Dopamine Receptor: qHTS; activation, % at 2 µM; HEK293 T-REx D1 cells, calcium flux, agonist mode; actives 1% (n = 360,000); AID 504660, 2011; in the data active means activation above about 30%; further: 0% is about no effect
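Inducible HEK293 T-REx D1 cells, force-coupled to calcium signalling, were plated at 4000 cells/well with tetracycline and held overnight at 30 C. After no-wash calcium dye loading, compound-evoked calcium rise over 180 s flagged agonists.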
LDHA inh = qHTS assay for inhibitors of human lactate dehydrogenase | L-lactate dehydrogenase A chain (Homo sapiens), P00338 | purified LDHA, NADH/diaphorase-resazurin fluorescence; active compounds read low | activity change, % (values are at about 110 or 230 µM) | actives 0.15% (n = 480,000); in the data active means activity change below about -30%;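 further: plate controls were DMSO wells for no effect and wells without enzyme for full effect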
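Enzyme activity of human lactate dehydrogenase 5 (2 nM; 0.06 mM NADH, 0.2 mM pyruvate, 5 min, RT) is measured via a resazurin/diaphorase fluorescence readout of residual NADH.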
The depositor's hits bear a star; . = no result given; & = joins results of further samples. Unless noted, the call rests on the fitted dose curve; in most records, active means well fitted curve in the direction sought with a large enough effect; inconclusive means small, poorly fitted or top-dose-only effect, or another doubt; inactive means no such curve, though single readings can be large; an effect the other way counts as inactive or inconclusive. Only part of the results is shown. The share of hits here may be higher or lower than overall.

SMILES	D1 antag	D1 PAM	Vif-APOBEC3G blk	GRP78 ERSR act	D2 PAM	RXFP1 ag	Vif-APOBEC3F blk	D1 ag	LDHA inh
CC(C)Sc1nc(N)nc(-c2cccs2)c1C#N	-3.4	-0.5	-6.4%	9.3%	0.5	2.3%	8.0%	2.4	-5.4
CCCCCCC(=O)Nc1ccc(C(=O)N2CCCC2)cc1	-3.1	0.3	1.0%	-6.4%	1.2	-2.0%	-10.0%	2.8	0.1
CCOc1ccc(CCNC(=O)Cn2ccc3cc(S(=O)(=O)N4CCCCCC4)ccc32)cc1	9.3	-2.6	-2.0%	-3.3%	2.6	0.9%	0.2%	6.1	4.3
CN(CCC1CCOCC1)C(=O)CC1C(=O)NCCN1Cc1ccccc1F (stereo not drawn)	-1.9	2.5	0.0%	-3.9%	-4.3	4.2%	6.9%	-0.8	8.3
O=C(COc1ccc(S(=O)(=O)NCc2ccccc2)cc1Cl)NCc1ccncc1	-26.1	0.1	-1.6%	-3.7%	-10.0	-4.5%	-9.3%	1.0	-1.8
CC(=O)NC(Cc1c[nH]c2ccccc12)C(=O)OCC(=O)Nc1ccc2c(c1)OCO2 (stereo not drawn)	3.3	-0.9	-3.5%	5.3%	-9.2	-0.1%	2.5%	0.8	6.4
Nc1ccc(CN2CCOCC2)cc1	-4.2	-6.0	-4.3%	-3.1%	5.4	-3.1%	-3.7%	0.0	-5.8
CCn1c(CSc2nnc(-c3ccncc3)n2C)nc2cc(C(=O)O)ccc21	16.9	-0.8	0.2%	-3.6%	-1.8	1.2%	-7.8%	3.5	6.8
Cc1cc(C(=O)NNC(=O)Cc2ccc(Cl)c(Cl)c2)c(C)o1	1.8	0.1	-2.1%	-2.1%	.	4.2%	-21.9%	1.6	-2.7
COc1cccc(CC2(CO)CCCN(S(=O)(=O)N(C)C)C2)c1 (stereo not drawn)	-3.2	-1.8	-1.4%	7.5%	0.0	0.1%	10.3%	0.8	-10.6
C=CCn1cnc2c(c1=O)c1nc3ccccc3nc1n2/N=C/c1ccccn1	-2.2	-6.9	4.3%	-2.5%	-7.5	-0.1%	-21.3%	0.8	-0.3
CCOC(=O)c1cc(NC(=O)N(CC)CC)c(C)nc1C	10.2	-0.9	0.5%	-0.8%	-0.3	-0.3%	-12.3%	1.9	-6.0
COc1ccccc1CNCc1ccc(OC)c2ccccc12	.	.	-4.5%	1.1%	.	.	-6.7%	.	-6.9
N#CCc1c(C#N)c(N)nc(N2CCN(C=O)CC2)c1C#N	8.2	-2.5	1.1%	-2.9%	-2.3	3.5%	-8.4%	0.2	-3.9
COc1cccc(-n2ccnc2SCC(=O)Nc2nc3ccc(C)cc3s2)c1	0.4	-3.8	-0.5%	-7.2%	-10.4	1.7%	-8.7%	5.0	-0.9
CC1=CC2=NC(=O)CC(C)(C(=O)N(CC(=O)NC3CCCC3)Cc3ccccc3)N2C=C1 (stereo not drawn)	8.6	.	-3.9%	-4.2%	2.4	4.4%	-9.5%	2.7	-3.4
Cc1ccc(C2=Nc3c(ccc4ccccc34)C(c3ccncc3)=NN2)cc1	3.8	-1.9	-29.9%	3.0%	2.2	-1.5%	-13.1%	3.4	-11.5
CC(=O)Oc1cccc(N2C(=O)c3ccccc3C2=O)c1	-30.6*	5.0	-1.9%	0.9%	4.8	-0.5%	3.8%	0.2	-3.1
CC1CC(C)CN(C(=O)COC(=O)c2ccc(S(=O)(=O)N(C)c3ccccc3)cc2)C1 (stereo not drawn)	.	.	-0.1%	-2.7%	.	.	14.3%	.	-9.4
CCOC(=O)/C(C)=N/NC(=O)c1cccc([N+](=O)[O-])c1	12.0	-3.8	3.7%	3.0%	-6.5	0.2%	1.4%	1.2	-2.0

8 of the compounds above, with two lines to a compound:
Second line of a record – D1 antag, D1 PAM, Vif-APOBEC3G blk, GRP78 ERSR act, D2 PAM, RXFP1 ag, Vif-APOBEC3F blk, D1 ag, LDHA inh
COc1ccccc1CNCc1ccc(OC)c2ccccc12
  ., ., -4.5%, 1.1%, ., ., -6.7%, ., -6.9
N#CCc1c(C#N)c(N)nc(N2CCN(C=O)CC2)c1C#N
  8.2, -2.5, 1.1%, -2.9%, -2.3, 3.5%, -8.4%, 0.2, -3.9
COc1cccc(-n2ccnc2SCC(=O)Nc2nc3ccc(C)cc3s2)c1
  0.4, -3.8, -0.5%, -7.2%, -10.4, 1.7%, -8.7%, 5.0, -0.9
CC1=CC2=NC(=O)CC(C)(C(=O)N(CC(=O)NC3CCCC3)Cc3ccccc3)N2C=C1 (stereo not drawn)
  8.6, ., -3.9%, -4.2%, 2.4, 4.4%, -9.5%, 2.7, -3.4
Cc1ccc(C2=Nc3c(ccc4ccccc34)C(c3ccncc3)=NN2)cc1
  3.8, -1.9, -29.9%, 3.0%, 2.2, -1.5%, -13.1%, 3.4, -11.5
CC(=O)Oc1cccc(N2C(=O)c3ccccc3C2=O)c1
  -30.6*, 5.0, -1.9%, 0.9%, 4.8, -0.5%, 3.8%, 0.2, -3.1
CC1CC(C)CN(C(=O)COC(=O)c2ccc(S(=O)(=O)N(C)c3ccccc3)cc2)C1 (stereo not drawn)
  ., ., -0.1%, -2.7%, ., ., 14.3%, ., -9.4
CCOC(=O)/C(C)=N/NC(=O)c1cccc([N+](=O)[O-])c1
  12.0, -3.8, 3.7%, 3.0%, -6.5, 0.2%, 1.4%, 1.2, -2.0

(cont.)
SMILES	D1 antag	D1 PAM	Vif-APOBEC3G blk	GRP78 ERSR act	D2 PAM	RXFP1 ag	Vif-APOBEC3F blk	D1 ag	LDHA inh
COc1ccc(Oc2cn[nH]c2-c2ccc(O)cc2O)cc1	-10.1	-7.5	0.0%	-1.7%	-3.3	0.9%	.	7.1	-2.2
CC(C)C(=O)NC(c1ccc([N+](=O)[O-])cc1)c1c(O)ccc2ccccc12 (stereo not drawn)	-31.9*	-7.4	-0.6%	-2.2%	15.9	-3.5%	-14.2%	13.7	6.2
CC(C)OC(=O)c1ccccc1C(=O)c1ccc(N)c([N+](=O)[O-])c1	-33.8*	-5.5	1.0%	-3.4%	2.0	-0.1%	1.1%	-0.9	-2.5
Cc1ccc(C)c(Cn2c(-c3cccs3)nc3ccccc32)c1	-13.2	-0.5	-13.4%	-2.5%	-6.1	11.4%	-15.1%	10.3	-1.3
COc1ccccc1C(CNC(=O)c1cccc(S(=O)(=O)Nc2ccc(C)cc2)c1)N(C)C (stereo not drawn)	-2.2	-0.1	-0.8%	-3.5%	-20.9	0.4%	1.5%	2.3	-5.8
CC(=O)Nc1cccc(NC(=O)c2ccc(C)c([N+](=O)[O-])c2)c1	3.0	-7.5	-5.8%	10.2%	-2.7	3.9%	7.4%	6.0	-9.5
O=C(CSc1nnc(CNC(=O)c2c(F)cccc2Cl)o1)NC1CCCC1	-10.3	-2.4	1.4%	-1.9%	-5.2	0.9%	1.1%	5.6	1.5
CCN(CC(=O)Nc1cc(Cl)ccc1C)C(=O)CSCc1c(C)noc1C	0.8	-4.7	-4.8%	-2.8%	-16.4	0.5%	-6.2%	8.1	-5.5
COc1ccccc1CNC(=O)C1CC(c2ccccc2C(F)(F)F)=NO1 (stereo not drawn)	54.1	10.4	-3.9%	-2.8%	7.9	6.2%	5.4%	12.2	-6.2
COc1cccc2c(C)c(C(=O)O)[nH]c12	-11.1	-4.4	0.9%	-13.7%	14.3	0.9%	-2.4%	-1.7	6.6
O=C1CC(Cc2ccccc2)C(=O)N1c1ncccn1 (stereo not drawn)	8.9	-3.4	8.5%	-7.6%	-5.3	-1.2%	14.0%	0.6	-8.3
CCn1ncc(NC(=S)NCCc2ccccc2)c1C(N)=O	.	-0.1	-4.7%	0.7%	4.9	-3.1%	-1.6%	0.9	2.6
Cc1cccc(NC(=O)c2cc(-c3ccco3)nc3ccccc23)n1	-9.8	-2.5	-3.1%	-3.0%	9.0	4.2%	-13.8%	0.2	0.4&-2.7
CN1C(=O)[C@H]2[C@@H](C3CC3)N3C(=O)CN(Cc4ccc(-c5ccccc5)cc4)C(=O)[C@@]3(C)[C@H]2C1=O	2.1	-7.4	1.4%	-3.1%	2.5	1.2%	-1.1%	0.9	0.2
Cc1ccc2nc(NC3=NCN(Cc4cccnc4)CN3)nc(C)c2c1	3.5	-3.5	-0.2%	-3.8%	-2.7	-0.2%	-1.1%	2.1	0.8
O=c1cc(O)c2ccccc2n1Cc1ccccc1	-9.5	-6.0	0.3%	-6.3%	-1.8	2.1%	-10.1%	2.2	-4.9
CCOC(=O)N1CCC(NC(=O)c2cccn3c(=O)c4cc(Br)ccc4nc23)CC1	-13.5	-12.3	-6.3%	-5.4%	10.8	0.3%	0.3%	1.6	0.6
COc1ccc(-n2ncc3c2CC(C)(C)CC3NC(=O)c2ccnn2C)cc1 (stereo not drawn)	-7.5	-2.5	0.0%	-1.8%	18.0	4.6%	6.4%	5.1	-2.3
CN(C)c1nc(-c2cccnc2)nc(-c2ccc(Cl)cc2)c1C#N	-17.3	-4.3	0.7%	-2.6%	13.2	4.4%	13.0%	2.6	-5.1
